Source: PubChem
DAX1 inh-1: blocks DAX1 repression of SF-1 activated StAR promoter | HEK293T StAR-luciferase reporter, SF-1/DAX-1 repression relief | inhibition, % at 6.8 µM | hit rate 1.1% among 370,000 | AID 652010;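 active = inhibition above the mean over all tested compounds plus 3 SD, cut at about 3.6% in these data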;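 note: 0% = DAX-1 cells with DMSO and 100% = cells lacking DAX-1 with DMSO; higher inhibition means more luminescence from relief of DAX-1 repression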
PLCg1 inh: inhibitors of human phospholipase C gamma1 | hit rate 0.84% among 370,000 | AID 720700 | P19174 | purified PLC-gamma1, fluorogenic substrate, fluorescence | inhibition, % at 12.2 µM; in the data active = inhibition above about 9.5%
Rev-erbA mod: modulators of human Rev-erb alpha DNA binding | P20393 | Rev-erbα–FITC-DNA binding, fluorescence polarization, 90 min | activity, % at 10 µM | hit rate 0.79% among 370,000 | AID 1259318;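 active = activity above about 14%, limit read from the data; passing the limit was not always enough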;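 note: 0% = DMSO wells with 35 nM protein and 100% = DMSO wells with 750 nM protein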
DAX1 inh-2: NR0B1 (DAX1) inhibition | P51843 | HEK293 Gal4-DAX1 luciferase reporter, luminescence | inhibition, % at 6.75 µM | hit rate 0.99% among 340,000 | AID 504766;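 active = inhibition above the mean over all tested compounds plus 3 SD, cut at about 4.2% in these data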;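 note: 0% = DAX1-transfected cells with DMSO and 100% = empty-vector control cells with DMSO; inhibition shows as a rise in luminescence from relieved DAX1 repression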
PLC-beta3 inh: blocks human PLC-beta3 enzyme activity. Q01970. Purified PLC-beta3, fluorogenic substrate, fluorescence. inhibition, % at 12.2 µM. hit rate 0.18% among 370,000. AID 720704; in the data active = inhibition above about 11%;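 note: 0% = median of compound wells on plate and 100% = full blocker control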
Target sequence (Q01970 whole entry, looked up): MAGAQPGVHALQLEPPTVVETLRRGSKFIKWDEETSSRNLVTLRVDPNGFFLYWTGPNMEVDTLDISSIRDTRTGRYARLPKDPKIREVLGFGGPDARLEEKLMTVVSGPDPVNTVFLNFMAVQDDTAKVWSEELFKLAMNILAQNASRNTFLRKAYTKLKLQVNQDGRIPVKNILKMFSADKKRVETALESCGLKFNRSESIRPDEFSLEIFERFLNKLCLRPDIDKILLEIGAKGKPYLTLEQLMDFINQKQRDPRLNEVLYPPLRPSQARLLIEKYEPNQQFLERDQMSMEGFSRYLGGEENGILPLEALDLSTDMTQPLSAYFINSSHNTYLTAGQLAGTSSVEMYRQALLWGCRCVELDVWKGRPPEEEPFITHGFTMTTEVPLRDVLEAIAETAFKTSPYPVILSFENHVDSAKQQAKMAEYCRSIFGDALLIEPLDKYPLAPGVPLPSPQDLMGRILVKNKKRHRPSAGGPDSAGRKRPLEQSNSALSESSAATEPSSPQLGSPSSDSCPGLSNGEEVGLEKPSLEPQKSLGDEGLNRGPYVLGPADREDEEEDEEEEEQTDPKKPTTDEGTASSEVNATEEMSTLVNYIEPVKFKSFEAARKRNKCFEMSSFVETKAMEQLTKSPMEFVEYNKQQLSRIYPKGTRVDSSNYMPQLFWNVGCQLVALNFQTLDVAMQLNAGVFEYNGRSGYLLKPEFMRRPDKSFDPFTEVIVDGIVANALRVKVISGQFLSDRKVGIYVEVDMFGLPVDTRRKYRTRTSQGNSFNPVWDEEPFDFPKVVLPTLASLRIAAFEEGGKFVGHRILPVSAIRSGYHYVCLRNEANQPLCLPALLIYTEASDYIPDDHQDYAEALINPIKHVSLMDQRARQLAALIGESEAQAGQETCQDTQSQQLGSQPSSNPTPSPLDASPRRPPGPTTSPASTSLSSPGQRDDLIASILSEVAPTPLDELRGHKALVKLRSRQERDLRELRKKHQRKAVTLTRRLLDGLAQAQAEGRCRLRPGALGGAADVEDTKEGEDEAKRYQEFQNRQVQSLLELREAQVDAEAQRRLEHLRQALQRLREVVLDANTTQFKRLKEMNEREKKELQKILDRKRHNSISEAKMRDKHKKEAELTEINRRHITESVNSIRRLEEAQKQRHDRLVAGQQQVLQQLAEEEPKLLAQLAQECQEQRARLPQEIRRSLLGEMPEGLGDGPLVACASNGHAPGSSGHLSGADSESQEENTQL
hgDAF-12 ag: agonists of H. glycines DAF-12 nuclear receptor. HEK293 GAL4-hgDAF12 UAS-luciferase reporter, agonist luminescence; normalized to butyrate control. activation, % at 6.8 µM. hit rate 1.8% among 370,000. AID 687014;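 active = activation above a cutoff set at the mean of all screened compounds plus 3 SD, cut at about 10% in these data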;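 note: 0% = DMSO wells and 100% = sodium butyrate wells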
hcDAF12 agonist: activates DAF-12 receptor from parasite H. contortus | HEK293 hcDAF-12 lit1-tk-luc reporter, luminescence; 0% DMSO, 100% Δ7-dafachronic acid | activation, % at 6.8 µM | hit rate 1.4% among 370,000 | AID 652067;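 active = activation above the mean of all tested compounds plus 3 SD, cut at about 5.5% in these data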;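 note: 100% = response to 3 µM Δ7-dafachronic acid high control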
SMARCA2 activ: SMARCA2 function activation, primary screen; MG213 cells, MMTV-luciferase reporter, dexamethasone, overnight; activation, % at 9.1 µM; hit rate 1% among 370,000; AID 652017; in the data active = activation above about 7.8%;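 note: 0% = vehicle wells and 100% = reference activator wells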
ADAM17 inh: inhibits human ADAM17; P78536; recombinant ADAM17, EDANS/DABCYL FRET peptide cleavage; inhibition, % at 6.95 µM; hit rate 0.83% among 370,000; AID 720648;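 active = inhibition above the mean of compounds lying between control limits plus 3 SD, set per campaign, cut at about 8.5% in these data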;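 note: 0% = DMSO-only wells as the low control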
ssDAF12 agonist: activates DAF-12 receptor from parasite S. stercoralis; HEK293 ssDAF-12/GRIP1 lit1-tk-luc reporter, luminescence; % of 3 µM dafachronic acid response; activation, % at 6.8 µM; hit rate 1% among 370,000; AID 652126;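 active = activation above the mean over all tested compounds plus 3 SD, cut at about 0.9% in these data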;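 note: 0% = DMSO-only wells and 100% = 3 µM delta7-dafachronic acid wells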
MBD2 DNA inh: inhibitors of human MBD2 binding to methylated oligonucleotide; hit rate 0.31% among 370,000; inhibition, % at 4.4 µM; TR-FRET; AID 686964; in the data active = inhibition above about 13%
The depositor's hits bear a star; i = inactive; . = not tested or not shown.

mol	DAX1 inh-1	PLCg1 inh	Rev-erbA mod	DAX1 inh-2	PLC-beta3 inh	hgDAF-12 ag	hcDAF12 agonist	SMARCA2 activ	ADAM17 inh	ssDAF12 agonist	MBD2 DNA inh
Cn1c(CNC(=O)OC(C)(C)C)nnc1SCc1c(Cl)cccc1Cl	-0.7	2.2	0.5	2.3	-1.1	-1.0	-1.0	-3.0	-2.7	-1.1	-4.8
CNC(=O)C(=O)NCCCN1CCOCC1	-0.9	1.8	.	2.1	-4.9	-1.8	0.8	1.4	-3.8	-1.1	-4.3
Cc1ccc2c(c1)cc(CN(CCc1ccccc1)C(=O)N1CCOCC1)c1nnnn12	-0.7	1.6	-4.5	0.7	-2.1	3.2	0.1	-0.4	0.6	-0.9	-3.2
Cc1nn(CC(=O)N/N=C/c2ccc(F)cc2)c(C)c1[N+](=O)[O-]	0.4	3.6	4.0	-1.0	-1.4	0.5	-0.9	-2.8	-0.5	-1.5	4.2
Cc1ccc(C)c(N2CCN(C(=O)c3ccc(CS(=O)(=O)c4ccccc4C)o3)CC2)c1	-2.3	-1.3	3.0	-1.7	-2.2	-3.1	-2.9	-4.9	3.3	-2.5	-3.0
Cc1c(NS(=O)(=O)c2cccc(C(=O)OCC(=O)N(C)C3CCCCC3)c2)c(=O)n(-c2ccccc2)n1C	-0.7	5.2	3.0	-0.1	0.2	-2.8	-1.1	-2.3	0.0	-2.0	-0.3
Cc1cc(C)cc(C(=O)NC(CC(N)=O)c2ccc(N3CCC(N4CCCCC4)CC3)c([N+](=O)[O-])c2)c1 (centres undefined)	0.6	1.2	1.2	0.8	3.1	0.5	-1.6	0.8	-2.7	-1.5	3.0
Cc1ccc(CNC(=O)C2CCN(S(=O)(=O)N3CCCCC3)CC2)cc1	0.4	-2.6	-6.8	-1.0	-2.5	6.7	-1.5	-1.5	-3.2	-2.2	0.5
C=CCN=C1SC(CC)C(=O)N1S(=O)(=O)c1ccc(C)cc1 (centres undefined)	-1.1	0.6	-2.1	-0.4	3.6	-0.5	-2.2	0.6	-2.0	-1.3	1.7
COc1ccc(CNC(=O)c2ccc(CS(=O)Cc3ccc(Cl)cc3)o2)cc1 (centres undefined)	0.0	-0.5	-3.8	-1.2	-4.1	-2.5	-1.9	0.5	2.2	-0.9	-1.4
CCN(CC(=O)Nc1c(F)cccc1F)C(=O)Cc1ccc(OC)c(S(=O)(=O)N2CCOCC2)c1	-1.4	3.8	0.1	-1.3	-2.7	-1.4	-0.6	-0.9	1.4	-0.9	1.6
CCN1CCN(C(c2cccs2)C(C)NC(=O)NC2CCCCC2)CC1 (centres undefined)	-1.5	1.1	-1.2	0.3	2.1	-2.7	2.1	-0.3	-2.2	-0.6	-4.8
COCCCNc1nc2ccccc2nc1NS(=O)(=O)c1ccc(C)cc1C	0.0	-134.0	-1.2	-0.1	-200.8	-1.8	1.4	-3.4	-98.3	-1.4	-2.8
O=C(CN(C(=O)Cn1nnc(-c2cccs2)n1)c1ccc2c(c1)OCCO2)NC1CCCCC1	-1.0	-0.2	-0.5	-0.5	-0.8	-4.7	-1.5	-4.4	-0.2	-2.0	1.5
S=C(Nc1cccnc1)Nc1cccc2cnccc12	-3.0	-6.8	-13.7	-0.6	-8.8	-0.3	0.2	-1.7	-4.0	-0.7	3.3
Cc1ccc(NC2=C(Cl)C(=O)N(C3CCCCC3)C2=O)cc1	0.0	8.0	-1.1	-0.6	2.3	-0.9	0.8	-2.6	0.2	-0.7	-2.1
Oc1cccc2ccc(/C=C/c3ccc(Br)s3)nc12	2.0	-21.2	4.7	1.2	-25.7	20.9*	10.2*	10.9*	0.3	1.5*	-2.3
Nc1cc(N)nc(SCC(=O)c2ccccc2)n1	0.4	-2.8	7.5	0.4	-3.2	1.4	-0.5	7.0	-5.0	-0.5	6.1
Cc1csc(SCC(=O)c2cc(C)n(Cc3cccs3)c2C)n1	-3.0	0.2	0.2	-4.2	-3.6	-9.3	-2.5	-5.8	2.4	-2.3	-3.8
Cc1ccccc1NC(=O)C1C2/C=C\CCCCC21 (centres undefined)	0.0	1.3	4.2	-0.1	2.4	-1.8	-1.6	3.8	-0.4	-1.2	-1.5
Cc1ccc(S(=O)(=O)N2CCC(=O)N(CCOCc3ccc(Cl)cc3)CC2)cc1	-0.9	1.1	1.2	-2.2	0.9	-2.8	-1.0	-1.8	-0.6	-1.8	-0.3
C=CCc1ccccc1OCC(=O)O	1.1	3.4	-2.8	-0.5	-6.4	1.6	-1.2	-3.4	-2.9	-0.3	4.6
O=C(N/N=C/c1ccc(Br)s1)Nc1ccccc1	1.3	3.6	-5.7	-0.3	-11.2	11.2*	2.7	0.5	0.4	-0.8	4.5
CCCN(CCC)Cc1c(C(=O)N/N=C/c2ccoc2)nnn1-c1nonc1N	0.4	-3.2	-0.5	-0.2	-8.2	-0.1	0.9	-0.1	1.8	-1.7	-1.7
O=C(N/N=C/c1cccc([N+](=O)[O-])c1O)c1cccs1	0.3	2.8	1.8	1.2	2.7	4.2	0.2	1.2	2.1	-0.7	-21.2
COc1ccc(-c2c(C(F)(F)F)[nH]n3c(=O)cc(-c4ccccc4)nc23)cc1	-0.5	-320.2	-1.7	1.3	-445.6	-1.3	0.6	0.2	-42.0	0.0	-1.5
Cc1cc(S(=O)(=O)Nc2ccc(C(=O)NC3CC3)cc2)ccc1F	-0.4	2.7	-2.5	2.1	2.3	0.4	0.1	-2.4	-1.2	-1.1	0.2
CCOc1ccc(NS(=O)(=O)c2cnc(Cl)c(Cl)c2)cc1	-0.2	-2.0	-4.0	-1.2	-0.2	1.8	-0.5	-2.3	-1.3	-0.2	-3.4
Cc1ccccc1CN1CCC(n2nccc2NC(=O)CCCc2ccccc2)CC1	1.0	-1.2	0.7	-0.4	-3.7	-0.1	1.9	-2.4	0.5	-0.9	-2.0
Cn1c(C(=O)NC2CCCCC2)cc2sccc21	2.4	1.5	3.2	1.4	2.8	8.2	6.0*	1.6	-2.4	0.3	4.2
Cc1cccc(NC(=O)c2ccc3ccccc3n2)n1	2.1	-2.0	-2.9	2.0	1.4	14.8*	9.6*	6.0	-0.1	1.1*	-1.7
COc1cccc(NC(=O)Nc2nc3ncccn3c2-c2ccc(C(F)(F)F)cc2)c1	-0.9	i	4.2	.	i	-0.2	-1.6	-0.7	-147.1	-0.4	-2.7
COc1ccc(Nc2nc(NCc3ccco3)nc(N/N=C/c3ccccc3Cl)n2)cc1	-0.6	0.5	5.7	-0.5	3.4	2.9	-2.6	0.0	7.2	-1.3	-7.3
CN(C)S(=O)(=O)Oc1ccc(Cl)cc1C(=O)Nc1cccc(C(F)(F)F)c1	-0.4	4.4	1.8	1.8	-1.8	-1.0	-0.5	-3.5	7.6	-0.5	6.4
CCCc1cc(=O)[nH]c(SCC(=O)N2C(C)CCCC2C)n1 (centres undefined)	-0.2	1.4	-0.5	0.8	-4.2	1.5	-1.1	-2.8	0.7	-1.1	-1.9
O=C(CCN1CCN(c2ccccc2)CC1)N/N=C/c1ccccc1OC(F)F	-0.5	-5.4	-4.3	-2.4	-11.3	-2.1	-2.8	-2.4	-4.1	-1.1	-0.2
CN1CCc2c(sc(NC(=O)C3COc4ccccc4O3)c2C(N)=O)C1 (centres undefined)	-0.8	1.2	2.9	1.0	-9.5	-4.3	-2.3	1.6	0.5	-1.4	-6.7
CCCCN(C(=O)C1COc2ccccc2O1)c1c(N)n(CCC)c(=O)[nH]c1=O (centres undefined)	-0.6	0.4	1.1	2.1	3.8	-0.8	0.0	-1.4	-0.9	-1.1	-0.2
Cn1nnnc1SCC(=O)NC(=O)c1cccc([N+](=O)[O-])c1	-0.1	0.3	-3.3	2.5	-4.5	3.2	-1.5	-1.3	-3.2	-1.7	0.6
CNC(=S)N(CCc1ccc(S(N)(=O)=O)cc1)C1CC(=O)N(c2ccccc2F)C1=O (centres undefined)	-0.4	-0.6	-4.1	0.5	-0.1	1.0	-1.1	1.7	-1.9	-1.8	0.8
Nc1nccc(-c2cc(-c3ccc(Cl)cc3Cl)no2)n1	2.5	-6.1	-2.5	10.1*	-7.5	14.8*	5.7*	4.5	-14.1	1.9*	0.8
Fc1ccccc1C(c1nnnn1Cc1ccc2c(c1)OCO2)N1CCN(Cc2ccccc2)CC1 (centres undefined)	-1.2	0.7	-0.9	0.7	3.9	-3.8	-1.2	0.7	2.8	-0.5	-6.8
COc1ccc(N2C(=O)c3n[nH]c(C(C)C)c3C2c2ccc(C)cc2)cc1 (centres undefined)	-0.4	2.1	-0.9	.	-1.1	1.1	-1.1	0.9	-3.2	-0.6	1.0
CCOC(=O)c1sc(N)c(C(=O)Nc2ccccc2OC)c1C	-2.2	2.5	4.7	-2.5	-5.9	2.7	-0.3	-3.7	1.8	-0.9	1.9

Record cards, from the list above. Order of screens: DAX1 inh-1 | PLCg1 inh | Rev-erbA mod | DAX1 inh-2 | PLC-beta3 inh | hgDAF-12 ag | hcDAF12 agonist | SMARCA2 activ | ADAM17 inh | ssDAF12 agonist | MBD2 DNA inh
`Cc1ccccc1NC(=O)C1C2/C=C\CCCCC21` (centres undefined) is entered as 0.0 | 1.3 | 4.2 | -0.1 | 2.4 | -1.8 | -1.6 | 3.8 | -0.4 | -1.2 | -1.5
`C=CCc1ccccc1OCC(=O)O` is entered as 1.1 | 3.4 | -2.8 | -0.5 | -6.4 | 1.6 | -1.2 | -3.4 | -2.9 | -0.3 | 4.6
`Cc1ccc2c(c1)cc(CN(CCc1ccccc1)C(=O)N1CCOCC1)c1nnnn12` is entered as -0.7 | 1.6 | -4.5 | 0.7 | -2.1 | 3.2 | 0.1 | -0.4 | 0.6 | -0.9 | -3.2

Random draw from the library; any-hit rate near 7.4%.
